NR2E3 ag-1 – NR2E3 (human) agonism; GST-NR2E3/biotin-RetCOR TR-FRET, 1536-well; inhibition of corepressor binding, % at 4.78 µM; 320,000 tested, 0.12% active; AID 2300; Q9Y5X4;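 active = percent inhibition above the cutoff of mean plus 3 SD of all tested compounds, set per screening campaign, cut at about 20% in these data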;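 note: 0% = DMSO wells and 100% = biotin wells as full block of FRET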
Target sequence (Q9Y5X4 whole entry, looked up): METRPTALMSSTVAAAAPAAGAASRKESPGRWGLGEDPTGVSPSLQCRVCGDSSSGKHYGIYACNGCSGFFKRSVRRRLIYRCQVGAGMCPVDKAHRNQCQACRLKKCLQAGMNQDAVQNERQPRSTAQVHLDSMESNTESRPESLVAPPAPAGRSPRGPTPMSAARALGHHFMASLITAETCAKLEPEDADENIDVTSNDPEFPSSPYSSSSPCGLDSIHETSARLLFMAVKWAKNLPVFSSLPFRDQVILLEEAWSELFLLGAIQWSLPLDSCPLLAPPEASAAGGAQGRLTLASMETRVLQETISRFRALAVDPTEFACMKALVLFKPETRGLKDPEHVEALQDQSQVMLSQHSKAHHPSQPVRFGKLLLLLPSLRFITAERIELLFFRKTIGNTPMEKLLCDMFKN
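Format: 1536-well format; test system: GST-NR2E3 and biotin-RetCOR proteins; read-out basis: percent inhibition of TR-FRET ratio; timing: 5 h incubation at 4 °C; detection: time-resolved FRET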
NR2E3 ag-2 – agonists of human NR2E3 nuclear receptor | CHO-S Gal4-NCOR/VP16-NR2E3 two-hybrid, luciferase | Q9Y5X4 | AID 602229 | 360,000 tested, 0.35% active | inhibition of corepressor binding, % at 3.98 µM;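 active = inhibition above the mean of all tested compounds plus 3 SD, cut at about 70% in these data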;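 note: 0% = DMSO with NR2E3 transfected cells and 100% = cells lacking NR2E3 construct; higher means lower luciferase signal from less NR2E3 corepressor binding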
Peg3 prom inh – Peg3 promoter activity inhibition; HeLa PEG-Prom luciferase reporter, luminescence, overnight; inhibition, % at 20 µM; AID 588405; 360,000 tested, 1.7% active;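 active = inhibition of at least 50% at 20 µM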
KKLEB cytotox – CF airway cell cytotoxicity counter-screen | activity change (cytotoxicity), % at 5 µM | KKLEB CF airway cells viability, ATPlite luminescence, overnight; active compounds read low; cells stimulated with P. aeruginosa culture filtrate | 360,000 tested, 0.36% active;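 active = corrected activity change at or below -50% at 5 µM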
C8 TRAIL sens – sensitizes caspase-8 expressing cells to TRAIL; NB7+C8 cells + TRAIL, ATPlite viability luminescence; inhibition (viability loss, TRAIL sensitization), % at 10 µM; 360,000 tested, 1% active;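 active = compounds causing at least 50% loss of cell viability in the single-dose screen, relative to plate controls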
TWEAK-Fn14 inh – blocks TWEAK-Fn14 interaction in a reporter cell assay; TWEAK-stimulated Fn14 reporter cells, luciferase luminescence, 8 h; inhibition, % at 10 µM; 360,000 tested, 2% active; AID 1159606; in the data active = inhibition above about 50%
Shn3 inh set2 – inhibitors of Schnurri-3 3'UTR reporter in osteoblasts; Clone20 osteoblast Shn3 3'UTR firefly luciferase, 24 h; inhibition, % at 12.5 µM; 360,000 tested, 0.52% active; AID 588674;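 active = mean inhibition of at least 75% with every replicate also reaching 75%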;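 note: 0% = median of neutral control wells and 100% = pilot-screen positive control compound; some compounds past the cut are filed as inactive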
HIF-2a inh – inhibitors of HIF-2a; AID 624352; inhibition, % at 18.8 µM; 786-0 RCC cells HIF-2a reporter, luciferase luminescence, overnight; 360,000 tested, 0.72% active;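 active = inhibition of the luminescence signal of 40% or more relative to plate controls, in a single-dose primary screen at 18.75 µM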
CF NFkB block – blocks PAF-induced NF-kB reporter in cystic fibrosis cells; 360,000 tested, 0.86% active; KKLEB NF-kB-GFP reporter, GFP fluorescence overnight; inhibition, % at 5 µM; AID 588850;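 active = at least 50% inhibition at 5 µM, scaled per plate between neutral and stimulator controls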;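 note: PAF is a Pseudomonas aeruginosa culture filtrate used as stimulus; plate controls were PAF-stimulated DMSO wells for no effect and unstimulated DMSO wells for full effect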
TROY NFkB inh – inhibitors of TROY-dependent NF-kB signaling; Q293 LMP1-TROYcd NF-kB luciferase reporter, 4 h; inhibition, % at 10 µM; 360,000 tested, 0.98% active;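 active = compounds whose plate-normalised and pattern-corrected inhibition of the luciferase reporter signal at the single screening dose is 50% or more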
MITF TRPM1 inh – inhibitors of MITF-driven TRPM1 promoter in melanoma cells; SK-MEL-5 TRPM1 promoter luciferase, 24 h; inhibition, % at 12.5 µM; 330,000 tested, 0.83% active; AID 488899;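 active = mean inhibition across replicates of 60% or more, whatever share of single replicates reaches that level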; note: values of inactives mirror those of a sister screen read the other way
* hit, by the source's call; nt = not tested or not shown. The list is partial; count on the stated rates, not on these rows.

Key to letters – A = NR2E3 ag-1; B = NR2E3 ag-2; C = Peg3 prom inh; D = KKLEB cytotox; E = C8 TRAIL sens; F = TWEAK-Fn14 inh; G = Shn3 inh set2; H = HIF-2a inh; I = CF NFkB block; J = TROY NFkB inh; K = MITF TRPM1 inh
[1] CCOc1ccccc1N1CCN(S(=O)(=O)c2cccc3nsnc23)CC1
  A: -2 | B: -31 | C: 12 | D: 1 | E: -2 | F: -6 | G: 26 | H: -9 | I: 14 | J: 6 | K: -4

[2] CC(Oc1ccc2c(c1)oc(=O)c1ccccc12)C(=O)NCCCN1CCOCC1 (stereo not drawn)
  A: 1 | B: -8 | C: -7 | D: -1 | E: -21 | F: -24 | G: 2 | H: 2 | I: -11 | J: -3 | K: -2

[3] CS(=O)(=O)N(Cc1ccco1)CC(O)Cn1c2ccccc2c2ccccc21 (stereo not drawn)
  A: 0 | B: -3 | C: 21 | D: -1 | E: 2 | F: 26 | G: -1 | H: 8 | I: -2 | J: -10 | K: -4

[4] Cc1cc(S(=O)(=O)N2CCCC2)ccc1OCC(=O)NC1CCCC1
  A: 3 | B: 19 | C: 5 | D: -7 | E: -4 | F: -2 | G: -6 | H: 13 | I: 6 | J: 19 | K: 4

[5] CC1(Oc2cnc(Cl)c3ccccc23)CCN(Cc2ccc(-c3ccccn3)cc2)C1 (stereo not drawn)
  A: nt | B: 1 | C: -17 | D: -18 | E: -1 | F: -5 | G: -2 | H: -11 | I: 7 | J: -7 | K: nt

[6] NC(=O)C1CCN(C(=O)/C=C/c2cccc(Br)c2)CC1
  A: -3 | B: -34 | C: 3 | D: -6 | E: 7 | F: 6 | G: -4 | H: 2 | I: 8 | J: -26 | K: 12

[7] Cc1ccc(C23OC(=O)C(C)(C)C2OC(=O)C3(C)C)cc1 (stereo not drawn)
  A: 1 | B: -10 | C: 9 | D: 10 | E: 18 | F: -15 | G: 12 | H: 21 | I: -2 | J: 7 | K: -4

[8] CCn1c2ccccc2c2cc(C3C(C#N)=C(C)NC(C)=C3C#N)ccc21
  A: 4 | B: -1 | C: 11 | D: 7 | E: -12 | F: 6 | G: 9 | H: 19 | I: -7 | J: -13 | K: 3

[9] CC1CCN(C(=O)COC(=O)CCc2c[nH]c3ccccc23)CC1
  A: 2 | B: -19 | C: 14 | D: 11 | E: 6 | F: 13 | G: -8 | H: 15 | I: -5 | J: -5 | K: -8

[10] CC1(C)CC(=O)C2=C(C1)OC(N)=C(C#N)C21CCN(C(=O)OCc2ccccc2)CC1
  A: 1 | B: -22 | C: 4 | D: 5 | E: 1 | F: -9 | G: 6 | H: -6 | I: 1 | J: 2 | K: 2

[11] Cc1ccc(OCC(=O)Nc2nnc(S(=O)(=O)N3CCCCCC3)s2)cc1C
  A: -1 | B: -36 | C: -26 | D: 19 | E: 10 | F: 7 | G: -17 | H: 16 | I: 16 | J: 22 | K: 6

[12] CC(C)(C)NC(=O)c1ccc(NC(=O)C2COc3ccccc3O2)cc1 (stereo not drawn)
  A: 1 | B: -21 | C: 11 | D: 9 | E: -13 | F: -7 | G: 12 | H: -12 | I: -4 | J: -4 | K: -6

[13] CCOC(=O)N1CCN(C(=O)CSc2nc3c(c(=O)n2-c2ccccc2OC)SCC3)CC1
  A: 0 | B: -19 | C: -7 | D: -8 | E: 4 | F: 14 | G: 13 | H: 8 | I: 7 | J: -2 | K: 3

[14] O=C(Nc1cc(-c2ccccc2)nn1C1CCCCC1)c1ccc(Cl)cc1
  A: nt | B: -20 | C: 3 | D: -3 | E: 7 | F: 14 | G: 72 | H: 11 | I: 19 | J: 54* | K: 2

[15] CC1(C)CC(NC(=O)c2ccc(Br)o2)CC(C)(C)N1
  A: 3 | B: -2 | C: -4 | D: -8 | E: 6 | F: 0 | G: -44 | H: 2 | I: -12 | J: -12 | K: -16

[16] CCOC(=O)CCc1c(C)nc(-n2[nH]c(C)c(CCO)c2=O)[nH]c1=O
  A: 1 | B: -24 | C: 7 | D: 8 | E: -7 | F: 8 | G: 3 | H: 8 | I: 9 | J: -3 | K: 7

[17] COc1ccccc1CNC(=O)CCS(=O)(=O)c1cccc2nonc12
  A: 1 | B: -2 | C: 16 | D: 4 | E: -23 | F: 1 | G: -9 | H: 11 | I: -8 | J: -7 | K: 11

[18] C[C@H](CO)N1C[C@H](C)[C@@H](CN(C)Cc2ccncc2)Oc2c(NS(=O)(=O)c3ccccc3)cccc2C1=O
  A: nt | B: 10 | C: 8 | D: -27 | E: 2 | F: -14 | G: -2 | H: 13 | I: 16 | J: -4 | K: -4

[19] O=S(CC(O)COCc1ccc(Cl)cc1)c1ccccn1 (stereo not drawn)
  A: 3 | B: -6 | C: -20 | D: 4 | E: -7 | F: 21 | G: -42 | H: 14 | I: 4 | J: -2 | K: 8

[20] CCOC(=O)c1cccc(NC(=O)CCS(=O)(=O)c2cccc3nsnc23)c1
  A: 1 | B: -4 | C: 14 | D: -10 | E: 0 | F: 9 | G: 10 | H: 2 | I: -7 | J: 4 | K: -2

[21] O=C(NC1CCN(Cc2ccccc2)CC1)C1CCN(S(=O)(=O)c2cccc([N+](=O)[O-])c2)CC1
  A: 7 | B: 18 | C: -3 | D: -6 | E: -6 | F: 12 | G: 10 | H: -2 | I: 12 | J: -3 | K: 13

[22] CCCC(=O)N1CCN(c2ccc(NC(=O)c3ccc([N+](=O)[O-])o3)cc2Cl)CC1
  A: nt | B: 41 | C: 111* | D: -36 | E: 59* | F: 37 | G: 96* | H: 90* | I: 74* | J: 22 | K: 91*

[23] Cc1ccc(CNC(=O)c2ccc(N3CCC4(CC3)CC(c3cccc(Br)c3)=NO4)c(NC(=O)c3cccc(C)c3)c2)cc1
  A: 0 | B: -6 | C: 0 | D: -10 | E: 0 | F: -42 | G: 14 | H: -1 | I: -7 | J: 1 | K: 4

[24] COC(=O)[C@]12CCCCC=C1N(Cc1ccc(Cl)cc1Cl)C(=O)[C@H](CC(=O)N1CCCCC1)C2
  A: nt | B: -16 | C: nt | D: nt | E: 10 | F: 14 | G: nt | H: 5 | I: nt | J: 23 | K: nt

[25] Cc1cccc(NC(=O)CSCC(=O)N(C)Cc2ccc3c(c2)OCCO3)c1
  A: nt | B: 8 | C: -6 | D: 11 | E: -7 | F: 9 | G: -13 | H: 5 | I: -1 | J: 11 | K: 7

[26] Cc1ccc(-c2nc3c(C)cc(Br)cn3c2Cc2ccsc2)cc1
  A: nt | B: -24 | C: 26 | D: -9 | E: 18 | F: 28 | G: -9 | H: -50 | I: 40 | J: 14 | K: nt

[27] CCOc1ccc(CCNC(=O)C2CCCN(S(C)(=O)=O)C2)cc1OCC (stereo not drawn)
  A: 1 | B: -12 | C: 10 | D: 4 | E: -6 | F: 14 | G: -3 | H: 19 | I: -6 | J: 2 | K: 10

[28] CC(C)CC1NC(C(=O)O)Cc2c1[nH]c1ccccc21 (stereo not drawn)
  A: 1 | B: 7 | C: 5 | D: 4 | E: 6 | F: 21 | G: -26 | H: 12 | I: 0 | J: 10 | K: 13

[29] CN(C)c1ccc(C(=O)OCc2ccc(Br)cc2)cc1
  A: 0 | B: -38 | C: -118 | D: 0 | E: -6 | F: -16 | G: -5 | H: -181 | I: 4 | J: -52 | K: -28

[30] COC(=O)c1ccccc1NC(=O)NCc1ccccn1
  A: 0 | B: -5 | C: 23 | D: 11 | E: -3 | F: 0 | G: 7 | H: 14 | I: 8 | J: 1 | K: 9

[31] O=C(Nc1ccccc1)c1nn(-c2ccccc2)c(=O)cc1C(F)(F)F
  A: 0 | B: -3 | C: 43 | D: -1 | E: -10 | F: -1 | G: 15 | H: 21 | I: 3 | J: 5 | K: 13

[32] C=CCn1c(COc2ccc(Cl)cc2)nnc1SCC(=O)NCC(=O)OCC
  A: 4 | B: -2 | C: 16 | D: -4 | E: -31 | F: -1 | G: -3 | H: 15 | I: -2 | J: 2 | K: 4

[33] CC1CCCCC1NC(=O)CCS(=O)(=O)c1ccc2c(c1)NC(=O)CS2 (stereo not drawn)
  A: 1 | B: -32 | C: 12 | D: 20 | E: 6 | F: 7 | G: 10 | H: 12 | I: -39 | J: -13 | K: 3

[34] COc1cc(OC)c(N(C)C(=O)c2cn(C)c(=O)c3cc(OC)c(OC)cc23)cc1Cl
  A: -2 | B: 1 | C: 1 | D: -1 | E: 6 | F: -23 | G: 4 | H: 6 | I: 14 | J: 1 | K: 6

[35] Cc1ccc(NC(=O)C(=O)c2c(-c3ccccc3)cc3ccccn23)cc1S(=O)(=O)N1CCOCC1
  A: -3 | B: -18 | C: 29 | D: -9 | E: 9 | F: 26 | G: 12 | H: 3 | I: -15 | J: 16 | K: 9

[36] CC(NC(=O)CCC(=O)c1ccc(F)cc1)C1CC2CCC1C2 (stereo not drawn)
  A: -3 | B: -18 | C: 24 | D: -3 | E: -1 | F: 24 | G: -2 | H: 16 | I: -1 | J: -23 | K: 6

[37] Cc1cc(C(=O)NCc2ccccc2F)c2ccccc2n1
  A: 7 | B: -23 | C: 2 | D: -2 | E: -3 | F: 13 | G: 23 | H: -8 | I: -24 | J: -12 | K: 8

[38] CN(C(=O)COC(=O)c1nc(-c2ccccc2)n(-c2ccccc2)n1)C1CCS(=O)(=O)C1 (stereo not drawn)
  A: 3 | B: 3 | C: -1 | D: 5 | E: -9 | F: -20 | G: 14 | H: 18 | I: -1 | J: 5 | K: -1

[39] CCC(O)CNC(=O)CCc1nnc(C2(c3ccc(Cl)cc3)CCC2)o1 (stereo not drawn)
  A: 2 | B: -22 | C: -23 | D: 2 | E: -1 | F: 0 | G: -11 | H: -32 | I: 0 | J: -12 | K: -14

[40] CCCn1c(=O)c(F)cn(Cc2ccc(OC)c([N+](=O)[O-])c2)c1=O
  A: 1 | B: -23 | C: -2 | D: 10 | E: -7 | F: -1 | G: 7 | H: 12 | I: 9 | J: -35 | K: 11

[41] Cc1c2c(cc3c1[nH]c1ccccc13)C=NCC2
  A: nt | B: -10 | C: 23 | D: 4 | E: -5 | F: -16 | G: 19 | H: -7 | I: -66 | J: -27 | K: 11

[42] Cc1c(NC(=O)CC2CC(C)OC2=O)c(=O)n(-c2ccccc2)n1C (stereo not drawn)
  A: -3 | B: -3 | C: 10 | D: 8 | E: -8 | F: 6 | G: -10 | H: 21 | I: 4 | J: 6 | K: 2

[43] NC(=O)c1ccc(NC(=O)CCc2nc3sc4c(c3c(=O)[nH]2)CCCC4)cc1
  A: -6 | B: -28 | C: -7 | D: 10 | E: -6 | F: 1 | G: -1 | H: 7 | I: -10 | J: -2 | K: 9

[44] O=C1/C(=C/c2cccs2)N=C(c2cccs2)N1Nc1ccccc1
  A: 0 | B: -3 | C: -21 | D: -2 | E: -3 | F: -17 | G: 15 | H: -44 | I: -17 | J: -23 | K: -13
